S3 lipid droplet = qHTS Assay for Lipid Storage Modulators in Drosophila S3 Cells | 320,000 tested, 0.64% active | lipid storage change, negative = inhibition, % at the top dose, mostly 46.1 µM; hits show Potency in µM | Drosophila S3 cells, BODIPY lipid droplet fluorescence, 18-24 h; cells fed with added oleic acid | AID 2685; active means well fitted inhibition curve with a large enough effect in the signal ratio, with a control signal flat, not every such curve was filed as active; inconclusive means small, poorly fitted or top-dose-only effect, or effect the other way, or a change in a side signal; the % refers to the signal ratio
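Drosophila S3 cells loaded with oleic acid (400 uM, as added) and compounds at several concentrations; lipid droplets imaged by 488-nm laser-scanning cytometry, 500–530 nm intensity and object ratio to cell channel. Percent activity normalized to 20 uM Triacsin C.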
S3 lipid droplet cell count max = second read-out of S3 lipid droplet, no call of its own (marks repeat the call); cell number change, %; measured here: cell count max response;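 cells counted by Cell Tracker Red CMTPX staining in the red channel; peak over a dose series mostly up to 46.1 µM; percent activity relative to internal control wells on each plate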
* marks the source's active call; other numbers are inactive results; i = inactive; ? = inconclusive; . = not tested or not shown. On the % scale 0 is the no-effect control and ±100 the full control effect; potency means the concentration at half of the fitted maximal effect.

Molecule | S3 lipid droplet | S3 lipid droplet cell count max
O=C(NCCc1c[nH]c2ccccc12)c1ccc([N+](=O)[O-])cc1 | ? | .
Cc1ccc(CC(=O)NCc2cccnc2)cc1 | ? | .
Cc1cc(NC(=O)CSc2nc3c(c(=O)n2Cc2ccccc2)SC(C)C3)no1 (stereo not given) | ? | .
CC(NC(=O)/C(C#N)=C1\N=C(NC(=O)c2cccs2)c2ccccc21)c1ccccc1 (stereo not given) | ? | .
COC(=O)c1ccccc1NC(=O)CNc1ccc(F)c(S(=O)(=O)N2CCOCC2)c1 | 3.26µM* | 0.2*
COc1cccc(C(=O)c2c(C)c(CCC#N)n3ccccc23)c1 | ? | .
Cc1ccc(SC[C@H](C)CN2CC[C@H](C)CCC2=O)cc1 | ? | .
Cc1ccc(NC(=O)C(c2ccc(Cl)cc2)N2CCCCC2)cc1 (stereo not given) | -10.4% | 7.3
COc1cc(OC)cc(-c2cc3ccc(OC)cc3cn2)c1 | ? | .
O=C(NC1CCCc2c1cnn2-c1cc(F)cc(F)c1)c1ccncc1 (stereo not given) | ? | .
Fc1ccc(N2CCN(c3nc(CN4CCOCC4)nc4scc(-c5ccccc5)c34)CC2)cc1 | 15.0% | 22.5
CC(Oc1ccc(Br)cc1)C(=O)Nc1ccc(S(=O)(=O)N(C)C2CCN(C)CC2)cc1 (stereo not given) | ? | .
Cc1ccc(SC(C)C(=O)NCc2ccncc2)cc1 (stereo not given) | i | -24.8
CCN(CC)CCCN(C(=O)c1ccco1)c1nc(-c2ccc(Cl)cc2)cs1 | ? | .
Cc1cc(C(=O)COC(=O)c2cccnc2Cl)c(C)n1-c1c(C)n(C)n(-c2ccccc2)c1=O | -24.9% | -21.2
CCOc1cc(/C=N\NC(=O)c2ccc(NC(=O)C(C)(C)C)cc2)ccc1OC(=O)c1ccc(OC)cc1 | i | -6.4
Cc1ccc(SCc2[nH]nc3c2C(C(C)C)C(C#N)=C(N)O3)cc1 (stereo not given) | -17.6% | -11.6
CCCOc1ccc(-c2nc(=S)[nH][nH]2)cc1 | ? | .
Cc1ccc(/C=C2\SC(=S)N(CCC(=O)NNC(=O)c3cccnc3)C2=O)cc1 | -2.2% | -9.4
Cc1cc(NC(=O)CSc2cc(Cl)ccc2Cl)n(-c2ccccc2)n1 | ? | .
Cc1ccc(C(=O)Oc2ccc(/C=N/NC(N)=O)cc2)cc1 | ? | .
COc1ccnc(Oc2ccccc2)c1C(=O)N/C=N/OCc1ccc(F)cc1Cl | i | .
Nc1c(C(=O)CSc2ncccn2)c(=O)[nH]c(=O)n1C1CC1 | ? | .
CCN1CN(Cc2ccccc2)CNC1=S | ? | .
CCCC(=O)C1=C(SCC)CC(C)(C)C(C(=O)OC)C1=O (stereo not given) | ? | .
CCNC(=O)OCc1cn(-c2ccccc2)nn1 | ? | .
Cc1ccc(S(=O)(=O)c2cc3c(=O)n4cccc(C)c4nc3n(C3CCCCC3)c2=N)cc1 | ? | .
COCCCn1c(C(=O)NC2CCCCC2C)cc2c(=O)n3cccc(C)c3nc21 (stereo not given) | 20.6µM* | 9.0*
CCC(C(=O)NCc1ccco1)N(C(=O)CNS(=O)(=O)c1ccccc1)C1CCCCC1 (stereo not given) | ? | .
Cc1cccc(-n2c(SCC(=O)Nc3ccc4c(c3)OCO4)nnc2-c2ccoc2C)c1 | ? | .
C=CCNC(=O)c1cn(CC)c2cc(N3CCN(C(=O)c4ccco4)CC3)c(F)cc2c1=O | ? | .
Cc1ccc(S(=O)(=O)CC(=O)c2ccc([N+](=O)[O-])cc2)cc1 | 6.9% | 4.9
Cc1cccc(N2CCN(C(=O)c3cccc(S(=O)(=O)N4CCc5ccccc5C4)c3)CC2C)c1 (stereo not given) | -10.7% | -8.1
Cc1nc([N+](=O)[O-])cn1CC(=O)c1ccc(F)cc1 | 8.4% | .
Cc1ccnc(NC(=O)CS(=O)(=O)Cc2ccccc2)c1 | ? | .
C=CCn1c(SCC(=O)c2cccs2)nnc1-c1cccc(OC)c1 | i | -5.1

Structural class, the entries above containing a nitro group on carbon.
Molecule | S3 lipid droplet | S3 lipid droplet cell count max
O=C(NCCc1c[nH]c2ccccc12)c1ccc([N+](=O)[O-])cc1 | ? | .
Cc1ccc(S(=O)(=O)CC(=O)c2ccc([N+](=O)[O-])cc2)cc1 | 6.9% | 4.9
Cc1nc([N+](=O)[O-])cn1CC(=O)c1ccc(F)cc1 | 8.4% | .

(list continues)
Molecule | S3 lipid droplet | S3 lipid droplet cell count max
COc1cc(OC)cc(C(=O)NCc2ccc3[nH]c(C)cc3c2)c1 | -15.4% | -3.4
O=C(COc1ccccc1Br)NCc1ccco1 | 14.6% | 4.9
CN(C)CCCNc1nc(-c2ccc(Cl)cc2)nc2ccccc12 | -21.2% | 4.1
Cc1cc(=O)oc2c3c(cc(OCC(=O)NCc4cccnc4)c12)OC(C)(C)CC3 | ? | .
CN(C)S(=O)(=O)c1ccc(N2CCCC2)c(C(=O)Nc2nc3ccc(F)cc3s2)c1 | ? | .
Cc1ccc(S(=O)(=O)c2c(N)n(Cc3ccco3)c3nc4ccccc4nc23)cc1C | ? | .
Cc1ccc(S(=O)(=O)c2nc(C)oc2NCc2ccccc2)cc1 | ? | .
CCNC(=S)N/N=C/c1cc(C)ccc1C | 6.8% | -10.9
CCN1C(=O)[C@H]2[C@@H](c3ccc(-c4cccc(Cl)c4)c(OC)c3)N[C@@](CC(C)C)(C(=O)OC)[C@H]2C1=O | ? | .
COc1ccccc1Cc1nnc(NC(=O)C2CCN(C(=O)c3ccco3)CC2)s1 | ? | .
COc1ccc(/C=C2/N=C3CCCCCN3C2=O)cc1OC | 13.5% | -3.2
O=C(NCCCc1ccccc1)c1cccc(S(=O)(=O)N2CCOCC2)c1 | ? | .
COc1cc(/C=N/N=C2/NC(=O)C(Cc3ccc(F)cc3)S2)ccc1O (stereo not given) | 1.2% | -21.0
O=C(Nc1ccc(C(=O)O)cc1)/C(=C\c1ccc2c(c1)OCO2)NC(=O)c1ccc(Br)cc1 | ? | .
O=C(Nc1ccc(F)cc1)C(c1ccccc1)N1CCN(S(=O)(=O)c2ccc3ccccc3c2)CC1 (stereo not given) | ? | .
COc1ccc(CC(=O)NNC(=O)c2ccco2)cc1 | ? | .
CC(=O)Nc1ccc(SC[C@H](Cc2ccccc2)N2CCN(CC(C)C)CCC2=O)cc1 | 12.5% | 1.9
O=C(CCN1C(=O)C2C3CCC(C3)C2C1=O)OCC(=O)c1cccc([N+](=O)[O-])c1 (stereo not given) | ? | .
Cc1ccc(C)c(NS(=O)(=O)c2ccc(NC(=O)CSc3ccc(Cl)cc3)cc2)c1 | 23.8% | 4.4
O=C(Nc1nnc(COc2ccc(Cl)cc2)s1)c1ccco1 | ? | .
COCCn1c(-c2ccccc2)nc(=S)c2c1CC(C)(C)OC2 | i | .
CN=C(NC#N)NCCSCc1nc[nH]c1C | 0.9% | -22.0
O=C(c1ccco1)N1CCN(Cc2nc3cc(Cl)ccc3c(=O)[nH]2)CC1 | ? | .
N=c1ncn(Cc2ccccc2)c2nc(SCCOc3ccccc3)[nH]c12 | 0.5% | -18.6
Cc1sc(NC(=O)CN(CCc2ccccc2)C(=O)C2CC2)c(C(N)=O)c1C | -2.4% | -9.8
CC(C)(C)c1cn(-c2ccccc2)c(=S)[nH]1 | ? | .
O=C(NCCN1CCN(c2cccc(Cl)c2)CC1)C1CCCN(S(=O)(=O)c2cnc[nH]2)C1 (stereo not given) | 0.6% | 16.3
CCCn1c(SCc2nc3sc(C)c(C)c3c(=O)[nH]2)nc2ccccc2c1=O | 22.0% | 23.2
Brc1ccc(C2=Nn3c(nnc3-c3n[nH]c4c3CCC4)SC2)cc1 | ? | .
CCOC(=O)N1CCC(N2CCN(Cc3ccccc3)C(CCO)C2)CC1 (stereo not given) | ? | .
Cc1ccc(NC(=O)C2C3CCCC2C3c2ccccc2)cc1C (stereo not given) | -4.5% | 4.1
O=C(CCN1CCN(c2ccccc2)CC1)Nc1ccccc1F | i | -17.6
Cc1ccc(NC(=O)CSc2nnc(C3CC3)n2C)cc1S(=O)(=O)N1CCCCC1 | ? | .
CCC1CCCCN1CC(O)COCc1cccc(OC)c1 (stereo not given) | ? | .
O=C(Nc1nc2ccccc2s1)Nc1ccc([N+](=O)[O-])cc1Cl | 1.4% | -1.5
COc1nc(Oc2ccc(/C=N/O)cc2)nc(N(C)C)n1 | -20.2% | -10.7
Fc1ccc(/C=N/NC(=S)Nc2cccnc2)cc1F | ? | .
Clc1ccc(N/N=C/c2ccncc2)cc1Cl | ? | .
N#CCCn1c(O)c(N=NC(=O)CNC(=O)c2cccs2)c2ccccc21 | -3.5% | -1.5
Cc1ccc2cc(C#N)c(N3CCCN(C(=O)c4cnccn4)CC3)nc2c1 | ? | .
CCc1nnc(NS(=O)(=O)c2ccc(NC(=O)Nc3ccc(OC)cc3)cc2)s1 | ? | .
CC(=O)c1c[nH]c(C(=O)NCc2cccc(C(F)(F)F)c2)c1 | ? | .
COc1ccccc1C(=O)NC(=O)COC(=O)CCS(=O)(=O)c1ccc(C)cc1 | ? | .
Clc1cccc(Cl)c1Cn1cnc2c(NCc3ccco3)ncnc21 | i | 22.2
CC1=CC(=C(C#N)C#N)C=C(C)N1CCN1CCNCC1 | -26.1% | 14.4
Cc1ccc(C(=O)NCc2ccccc2CN2CCCC2)cc1S(=O)(=O)N1CCOCC1 | ? | .
CC(O)CNc1ccc([N+](=O)[O-])cc1S(=O)(=O)N1CCOCC1 (stereo not given) | ? | .
COc1ccc(CCNC(=O)C2CC(=O)N(c3ccc(F)cc3)C2)cc1OC (stereo not given) | 1.4% | -6.3

Complete entries, looked up by structure. Values in the order: S3 lipid droplet	S3 lipid droplet cell count max
Shown for Cc1ccnc(NC(=O)CS(=O)(=O)Cc2ccccc2)c1 : ?	.
Shown for CN=C(NC#N)NCCSCc1nc[nH]c1C : 0.9%	-22.0

Next part:
Molecule | S3 lipid droplet | S3 lipid droplet cell count max
Cc1ccc(C)c(OCc2cc(C(=O)N3CCNC(=O)C3)no2)c1 | i | .
C=CCOc1ccccc1CN1CCSCC1 | -7.5% | 6.4
O=C1c2ccccc2NC(c2ccccc2Cl)N1N=C1CCCCCC1 (stereo not given) | 24.1% | 0.3
N/C(=N/O)c1nc(N2CCCC2)nc(N(c2ccccc2)c2ccccc2)n1 | ? | .
CCC(=O)Nc1cc(-c2nn(CC(=O)N3CCCCC3)c(=O)c3ccccc23)ccc1N1CCOCC1 | ? | .
Cc1ccc(SCc2cc(=O)[nH]c(N3CCN(C)CC3)n2)cc1 | 2.7% | 21.7
CCCC(=O)Nc1nc2c(c(=O)[nH]1)CCCC2 | ? | .
COc1ccc(Cn2c(=S)[nH]c3ccccc3c2=O)cc1 | -4.8% | -14.1
CC(=O)c1ccc(O)c(CSc2nncn2C)c1 | ? | .
O=C(c1ccco1)N1CCN(C(=O)c2cc(-c3ccccc3F)no2)CC1 | i | -5.3
Cc1sc2ncn(CC(=O)N3CCN(c4ccccn4)CC3)c(=O)c2c1S(=O)(=O)N1CCCCC1 | ? | .
Clc1ccc(N2CCN(/N=C/c3cccnc3)CC2)cc1 | ? | .
Cc1ccccc1C(=O)NNC(=O)c1cccn1C | ? | .
C/C(=N\NC(=O)c1cccc(N/N=C(\C)c2ccccc2)c1)c1ccccc1 | 9.2% | 10.1
COc1ccccc1N(Cc1ccccc1)S(=O)(=O)c1cccc(C(=O)NCC2CCCO2)c1 (stereo not given) | ? | .
O=C(NC1CCCCCC1)c1nnc(Cc2ccc(Cl)cc2)o1 | ? | .
CCC1CCCCN1CCCNC(=O)c1nn(C)c2c1CS(=O)(=O)c1ccccc1-2 (stereo not given) | ? | .
O=C(Nc1ccc(S(=O)(=O)N2CCOCC2)cc1)c1ccc([N+](=O)[O-])s1 | ? | .
CCCn1nnnc1NCc1ccc(F)cc1 | i | 13.6
O=C(COC(=O)c1ncc(Cl)c(Cl)c1Cl)NC1CCCCCC1 | ? | .
O=C(Cc1cccc2ccccc12)Nc1ccc(O)cc1C(=O)O | ? | .
Cc1ccc2c(c1)C1CC(C)(O2)N(c2cccc(C(=O)NC3CCN(Cc4ccccc4)CC3)c2)C(=O)N1 (stereo not given) | ? | .
O=C(O)CCCN1C(=O)C2C3C=CC(C2C1=O)C1C(=O)N(CCCC(=O)O)C(=O)C31 (stereo not given) | 27.4% | 4.4
Cc1ccc(-c2nnn(CC(=O)N(CCN3CCOCC3)C(C(=O)NC(C)(C)C)c3ccco3)n2)cc1 (stereo not given) | -7.5% | -6.4
COc1ccc(-c2noc(CCC(=O)Nc3ccc(C)c(C)c3)n2)cc1 | ? | .
COc1ccc(/C=N/NC(=S)Nc2cccc(C(=O)O)c2)cc1 | 10.7% | 5.6
CC(OC(=O)Cc1ccc(F)cc1)C(=O)N1CCc2ccccc21 (stereo not given) | ? | .
O=C(Nc1ccc(C(=O)N2CCN(c3ccccn3)CC2)cc1)c1ccc(Br)o1 | ? | .
O=C(NCCNc1ccc([N+](=O)[O-])cc1C(F)(F)F)c1ccccc1F | 4.9% | -13.0

Assay outcomes as filed in PubChem.

These rows are one share of the data. The share of hits here may be higher or lower than overall.
